Bioassay records deposited in PubChem BioAssay by University of Kansas High Throughput Screening Laboratory.
mHTT CaM bind: mutant huntingtin-calmodulin interaction inhibitors – biochemical, AlphaScreen, primary screen. hit rate 3.6% among 190,000. AlphaScreen His-mHTT/GST-CaM binding, luminescence. AID 1671202, 2021. inhibition, % at 15 µM;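 also: 0% = both proteins with DMSO and 100% = one protein alone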
Pf apPOL block: Pf-apPOL inhibitors, biochemical, fluorescence; Plasmodium falciparum apicoplast DNA polymerase (apPOL); hit rate 0.25% among 210,000; inhibition, % at 10 µM; Recombinant Pf-apPOL, molecular beacon fluorescence, 1.5 h
* marks the source's active call; other numbers are inactive results; i = inactive; / = not tested or not shown; & = joins results of further samples. Rule as the data show it: active = inhibition above about 50%; inactive = the rest. Rows are unselected; 3.6% or so of the library scored in one or more.

SMILES,mHTT CaM bind,Pf apPOL block
Cc1c(C(=O)Nc2cccc(C(F)(F)F)c2)oc2ccc(S(=O)(=O)N3CCCCC3)cc12,-4,-3
CCc1cc(C(=O)Nc2cccc(F)c2)nc2ccnn12,-22,-3
O=C(NCc1ccc(N2CCOCC2)cc1)c1cc2cn(C3CC3)cc2s1,21,8
O=C(NC1CCCC1)c1nn2c(c1Cl)NC(c1ccco1)CC2C(F)(F)F (stereo not drawn),7,-4
CCCc1c(C(=O)O)nnn1-c1ccc(F)c(F)c1,2,-1
Cc1ccc(CNC(=O)C2CCCN(S(=O)(=O)N3CCC(C)CC3)C2)cc1 (stereo not drawn),-9,11
CC(=O)Nc1sc(C)c(C)c1C#N,6,-1
Nc1nnc(-c2cccnc2)s1,-3,-2
CCOc1ccc2nc(N=Cc3nc(-c4ccc(Br)cc4)oc3O)sc2c1,-5,-3
CCc1ccc(C(=O)N2CCC(c3nc4cccnc4n3CCOC)C2)cc1 (stereo not drawn),1,-3
C=C(C)COc1ccc2c(=O)c(Oc3ccc(C(=O)OC)cc3)coc2c1,-4,-5
CCC(CC)C(=O)Nc1nc2c(s1)CN(S(=O)(=O)c1ccc(C)cc1)CC2,13,-3
CC(=O)NC1C(Oc2ccccc2C)OC2COC(C)(C)OC2C1O (stereo not drawn),-7,-8
CCN1CCC[C@H]1CNC(=O)c1c(O)c(Cl)cc(Cl)c1OC,/,0
CC1=C(C(=O)Nc2ccccn2)C(c2ccsc2)C2=C(CCCC2=O)N1 (stereo not drawn),4,-2

2 successive entries out of the list so far, for reference:
SMILES,mHTT CaM bind,Pf apPOL block
CC(=O)Nc1sc(C)c(C)c1C#N,6,-1
Nc1nnc(-c2cccnc2)s1,-3,-2

(more compounds)
SMILES,mHTT CaM bind,Pf apPOL block
O=[N+]([O-])c1cccc(CN2CCN(c3ncccn3)CC2)c1,-6,-6
Cc1ccccc1CNC(=O)c1c(C)noc1-c1ccc2c(c1)OCO2,-7,-6
Cc1cccc(NC(=O)N2CCCC(CCC(=O)NCc3cccc(Cl)c3)C2)c1 (stereo not drawn),-12,1
Cc1ccc(C(=O)Nc2ccc(S(=O)(=O)O)c3cc(S(=O)(=O)O)cc(S(=O)(=O)O)c23)cc1NC(=O)c1cccc(NC(=O)Nc2cccc(C(=O)Nc3cc(C(=O)Nc4ccc(S(=O)(=O)O)c5cc(S(=O)(=O)O)cc(S(=O)(=O)O)c45)ccc3C)c2)c1,/,53*
O=C1OC(c2ccc(Br)cc2)=N/C1=C/c1ccc(Br)o1,-9,/
CC(=O)N1CCCC(c2nc(CCNC(=O)C3CCC3)cs2)C1 (stereo not drawn),1,1
Cc1cccc(S(=O)(=O)N2CCC(c3nc(C(=O)N(C)C)c(C)o3)CC2)c1,-8,-2
Cc1ccnc(NC(=O)c2ccc(C)o2)c1,0,-5
CN(C)c1ccc(NC(=O)CN2CCC(c3nc(-c4ccccc4Cl)no3)CC2)cc1,66*,-2
O=C(Nc1ccc2c(c1)OCCO2)c1cccnc1Oc1ccccc1,/,-11
CCOc1cc(/C=C2\C(=O)ON=C2C)ccc1OCc1ccc(C)cc1,32,-8
C=CCNC(=O)CN(c1ccccc1Cl)S(=O)(=O)c1ccc(C)cc1,0,1
COc1cccc(N/C=C(\C#N)c2nc(-c3ccc(Cl)cc3)cs2)c1,-2,8
Cc1occc1C(=O)Nc1ccc(C(N)=O)cc1,-3,9
CC1(C)CC(=O)C2=C(C1)Nc1ccccc1N(C(=O)c1ccccc1)C2c1cccnc1 (stereo not drawn),-1,-3
N#Cc1cc2c(nc1SCC(O)CS(=O)(=O)Cc1ccccc1)CCCC2 (stereo not drawn),-3,4
CC(C)n1cc2cc(C(=O)NCc3ccc4c(c3)OCO4)sc2c1,15,0
Cc1cccc(Cn2c(C)cc(C)c2C(=O)NCc2cccnc2)c1,8,-5
COc1ccc(Cl)cc1NC(=O)c1cc(-c2ccc(Br)cc2)on1,0,-4
CC(C)NC(=O)C1CCCN(c2nnc3ccc(C(F)(F)F)cn23)C1 (stereo not drawn),-1,-5
COc1ccccc1C(=O)Nc1nc2ccccc2s1,-2,-3
Cc1ccccc1CNC(=O)c1sc(-c2cn(C)c3ncccc23)nc1C,-5,-2
C=CCn1c(SCC(=O)Nc2cc(C(F)(F)F)ccc2Cl)nnc1-c1cccnc1,4,0
CCOC(=O)c1c[nH]c(=S)[nH]c1=O,/,2
CCN1CCN(C2CC(=O)N(c3ccc(OC)cc3)C2=O)CC1 (stereo not drawn),-6,4
CC(=O)Nc1nnc(SCC(=O)Nc2ccc([N+](=O)[O-])cc2)s1,-3,2
COc1ccc(-c2cc(C(F)(F)F)n3ncc(C(=O)O)c3n2)cc1,-5,-5
Cc1ccc(/C=C2\CS/C(=C\c3ccc(C)o3)C2=O)o1,100*,3
Cn1cc(CCN2CCN(C(=O)C3CC3)CC2)c2cccnc21,-4,-1
COc1ccc2nc(N3CCC(C(=O)NCCN(C)Cc4ccccc4)CC3)sc2c1,9,-3

Part of the list above, with two lines to a compound:
The line under a structure holds: mHTT CaM bind | Pf apPOL block
Cc1c(C(=O)Nc2cccc(C(F)(F)F)c2)oc2ccc(S(=O)(=O)N3CCCCC3)cc12
    -4 | -3
CCc1cc(C(=O)Nc2cccc(F)c2)nc2ccnn12
    -22 | -3
O=C(NCc1ccc(N2CCOCC2)cc1)c1cc2cn(C3CC3)cc2s1
    21 | 8
O=C(NC1CCCC1)c1nn2c(c1Cl)NC(c1ccco1)CC2C(F)(F)F (stereo not drawn)
    7 | -4
CCCc1c(C(=O)O)nnn1-c1ccc(F)c(F)c1
    2 | -1
Cc1ccc(CNC(=O)C2CCCN(S(=O)(=O)N3CCC(C)CC3)C2)cc1 (stereo not drawn)
    -9 | 11
CC(=O)Nc1sc(C)c(C)c1C#N
    6 | -1
Nc1nnc(-c2cccnc2)s1
    -3 | -2
CCOc1ccc2nc(N=Cc3nc(-c4ccc(Br)cc4)oc3O)sc2c1
    -5 | -3
CCc1ccc(C(=O)N2CCC(c3nc4cccnc4n3CCOC)C2)cc1 (stereo not drawn)
    1 | -3
C=C(C)COc1ccc2c(=O)c(Oc3ccc(C(=O)OC)cc3)coc2c1
    -4 | -5
CCC(CC)C(=O)Nc1nc2c(s1)CN(S(=O)(=O)c1ccc(C)cc1)CC2
    13 | -3
CC(=O)NC1C(Oc2ccccc2C)OC2COC(C)(C)OC2C1O (stereo not drawn)
    -7 | -8
CCN1CCC[C@H]1CNC(=O)c1c(O)c(Cl)cc(Cl)c1OC
    / | 0
CC1=C(C(=O)Nc2ccccn2)C(c2ccsc2)C2=C(CCCC2=O)N1 (stereo not drawn)
    4 | -2
O=[N+]([O-])c1cccc(CN2CCN(c3ncccn3)CC2)c1
    -6 | -6
Cc1ccccc1CNC(=O)c1c(C)noc1-c1ccc2c(c1)OCO2
    -7 | -6

The results go on:
SMILES,mHTT CaM bind,Pf apPOL block
NCc1ccc(C(=O)NN)cc1,-5,3&0&-7
CN(C)C(=O)c1cccnc1N1CCOCC1,1,-2
COc1ccc(Cl)cc1N(CC(=O)NCc1ccccn1)S(=O)(=O)c1ccc(C)cc1,27&39,-3&-6
Cc1c(C(N)=O)nnn1-c1nonc1N,-9,/
O=C(O)c1cccnc1Oc1ccccc1,-1,0
CCOc1ccc(C2=C(CN(C)C)C(c3ccc(F)cc3)c3ccccc3O2)cc1 (stereo not drawn),91*,-3
CCC(=O)Nc1ccc(C(=O)Nc2cccc(C(=O)O)c2)cc1,-1,13
CCS(=O)(=O)NCC1CCC(C(=O)Nc2ccccc2C)CC1 (stereo not drawn),-11,-8
O=C(NCCc1csc(C2CCN(C(=O)c3ccoc3)CC2)n1)C1CC1,10,1
COc1ccc(C=C2Oc3c(CN4CCCC4)c(O)cc(C)c3C2=O)cc1,-2,-12
Cc1ccc(OCCNCc2ccccc2)c(C)c1,-8,-2
Cc1ccccc1OCC(=O)O/N=C(\N)c1ccc(Br)cc1,i,-5
Cn1c(-c2nonc2NC(=O)CSc2nc3ccccc3o2)nc2ccccc21,5,6
O=C(CCCN1C(=O)c2ccccc2C1=O)Nc1cccc(C(F)(F)F)c1,7,-3
COc1ccc2nc(N(CCn3cccn3)C(=O)c3cc(C)no3)sc2c1,-18,-10
O=C(NCCc1ccccc1)C1CCN(S(=O)(=O)c2ccc(Br)s2)CC1,-6,-9
CCn1cnc2cc(CNC(=O)c3cc(C)ccc3C)ccc21,-4,3
CC(=O)Nc1ccc(S(=O)(=O)N2CCN(Cc3ccccc3[N+](=O)[O-])CC2)cc1,22,5
CCOC(=O)c1sc2nc(SCc3ccccc3)nc(-c3ccc(Cl)cc3)c2c1N,/,-3
O=C(NC1CCCCC1)C1CCCN(c2ccncc2)C1 (stereo not drawn),-2,2
CCN(CC)Cc1c(O)cc(C)c2c1OC(=Cc1ccncc1)C2=O,-5,-4
O=C(NCc1ccc(Cl)cc1)c1c(O)c2cccc3c2n(c1=O)CC3,-5,-9
O=c1oc2ccc(Cl)cc2nc1C=C(O)c1ccc([N+](=O)[O-])cc1,20,5
COc1cccc(NC(=O)CN(c2cc(Cl)ccc2C)S(C)(=O)=O)c1,2,-1
O=C(NCC(c1ccc(F)cc1)N1CCOCC1)c1ccco1 (stereo not drawn),-12,2
CCc1cc(C(=O)Nc2cccc(C)c2C)nc2ccnn12,-5,-7
Cc1ccc(-n2c(-c3ccccc3)cn3c4c(=O)n(C)c(=O)n(C)c4nc23)cc1Br,-4,-4
O=C(CS(=O)(=O)Cc1ccccc1)Nc1nnc(-c2ccccc2Cl)o1,2,-29
O=c1[nH]c2ccccc2nc1Cc1ccccc1[N+](=O)[O-],9,15
CNC(=O)c1ccc(Cn2ccsc2=NC(=O)c2cccc(Cl)c2)cc1,9,-6
COc1ccccc1OCC(=O)Nc1ccc(Nc2ccccc2)cc1,61*,-2
Cc1ccc(C(=O)C=CNc2ccc(C)c(C)c2)cc1,-2,1
O=C(NCc1cccnc1)c1ccc2c(c1)ncn2-c1ccc(OCc2ccccc2)cc1,9,-2
CCOC(=O)N1CCN(C(=O)c2ccc(I)cc2)CC1,1,-10
Cc1cccc(NC(=O)C2(c3cc(-c4cccs4)on3)CC2)n1,-7,7
CCc1nc2c(c(=O)n1CC(=O)NCc1cccc(C)c1)CN(Cc1ccccc1)CC2,-3,-5
Cc1cc(C)c(NC(=O)C2CCCN(c3nccc(C)n3)C2)c(C)c1 (stereo not drawn),5,-1
CCOc1ccccc1NC(=O)c1ccc(Br)cc1,-8,0
c1cc2c(cc1CNc1ccc3cn[nH]c3c1)OCO2,64*,-6
CCOc1ccc2nc(C(=O)NC3CCCC3)cn2n1,-4,-1
Cc1occc1C(=O)Nc1ccc([N+](=O)[O-])c(NC(=O)c2ccoc2C)c1,34,0
O=C(CCCC(=O)N/N=C/c1ccc([N+](=O)[O-])o1)N/N=C/c1ccc([N+](=O)[O-])o1,i,/
O=c1cc(N2CCOCC2)[nH]n1-c1ccc([N+](=O)[O-])cc1,37,7
CC(=O)c1cccc(NC(=O)c2c(-c3ccccc3)noc2C)c1,-5,-6
CCCN1CCn2cc(C(=O)NCc3ccccc3OC)nc2C1,9,-5
c1csc(-c2nc(N3CCCCC3)no2)c1,/,1
COc1ccc2sc(N)nc2c1,-1,/
O=C1/C(=C/c2cccnc2)SC(=NCc2ccccc2)N1Cc1ccccc1,-1,-25
Cn1ccc(-c2ccnc(NN)n2)n1,99*,/
CCCCC1(C)OC(=O)C(=Cc2ccc(SC)cc2)C(=O)O1 (stereo not drawn),12,4
COCCNC(=O)c1cc2cc3ccc(OC)cc3nc2o1,-4,-4
CCc1c(C)c2ccc(OCC(C)=O)c(I)c2oc1=O,-1,1
CCOc1ccc(Cc2nc(C)c(CC(N)=O)c(=O)[nH]2)cc1,-3&0,12&2
Cc1cc(NC(=O)C2CCN(C(=O)CSc3nc4ccccc4o3)CC2)no1,3,-3
Cc1ccc(S(=O)(=O)Nc2cc(S(=O)(=O)O)c(N)c3c2C(=N)c2ccccc2C3=O)cc1,94*,4
Cc1cccc(Cc2c(C)nc3c(C(=O)N(C)CCC#N)c[nH]n3c2=O)c1,0,-3
CCn1cnc2ccc(-c3noc(-c4cccc(OC)c4)n3)cc21,76*,0
Cc1cc(=O)[nH]c(-c2ccccc2)n1,/,-2
COc1ccc(CNC(=O)c2cnn3c(-c4ccccc4)ccnc23)cc1,-13,-5
Cc1ccc(C23CC4CC(CC(C(=O)NN=Cc5ccco5)(C4)C2)C3)cc1,20,-1

(more compounds)
SMILES,mHTT CaM bind,Pf apPOL block
CC(C)(C)c1ccc(Cn2c(S(=O)(=O)O)nc3ccccc32)cc1,16,-3
COc1ccccc1NC(=O)C(=O)NCCc1ccc(Cl)cc1,-6,-7
COc1ccc(C2Nc3ccccc3C(=O)N2c2ccc(F)cc2)cc1Cn1cc([N+](=O)[O-])cn1 (stereo not drawn),12,2
O=C1NCCCC1N1CCCCC1 (stereo not drawn),-8,-1
N#Cc1c(N)nc2c(c1-c1ccc([N+](=O)[O-])cc1)CCCCC2,-6,-3
CCOc1ccc(-n2c(C)nc3cc(C(=O)NCC(OCC)OCC)ccc32)cc1,23,1
O=C(COc1ccccc1Cl)N1CCCCC1CCN1CCCC1 (stereo not drawn),-6,-7
COc1ccc(C2=NC3(CCCCC3)NC(c3ccccc3O)C2)cc1 (stereo not drawn),59*,-4
O=C(COc1ccccc1)Nc1ccc(O)c(-c2nc3ccccc3s2)c1,0,6
COc1cccc(/C=C2/SC(N3CCOCC3)=NC2=O)c1OC,-2,-10
COc1ccc(C(CC(N)=O)CC(=O)O)cc1 (stereo not drawn),/,1
